Assay outcomes (PubChem)
Sm TGR block: inhibitors of Schistosoma mansoni thioredoxin glutathione reductase; Q962Y6; purified TGR, DTNB reduction, TNB absorbance 405 nm; Potency, µM (doses to about 114 µM), for inactives: at the top dose activity change, negative = inhibition, hits mostly inhibitors; actives 3% (n = 360,000); also: nearly all actives have a fitted effect of over 60% in size
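First, TGR (20 nM dispensed) and NADPH were mixed with compound. Second, a 15 min room-temperature incubation followed. Third, further NADPH and then DTNB were added to start the reaction. Finally, TNB absorbance was monitored kinetically.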
TbPYK inhibitor: blocks Trypanosoma brucei pyruvate kinase. TbPYK enzyme, Kinase-Glo Plus ATP luminescence, 45 min. actives 0.12% (n = 410,000). Potency, µM (doses to about 76.8 µM), without a hit: top-dose activity, negative = inhibition, most hits filed as inhibitors. AID 624173. Q57TT1; also: nearly all actives have a fitted effect of over 50% in size
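Luminescent Kinase-Glo Plus end-point after 45 min room-temperature reaction of T. brucei pyruvate kinase started with 130 uM ADP (final). Buffer TEA 50 mM pH 7.2 with KCl, MgCl2, BSA, Tween-20; titration-based qHTS with fitted concentration-effect curves.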
LmPK inh: LmPK (Leishmania mexicana) enzyme inhibition. Q27686. purified LmPK, Kinase-Glo ATP luminescence, 1 h. Potency, µM (top dose mostly 57.5 µM), without a hit: at the highest dose activity change, negative = inhibition, hits mostly inhibitors. actives 0.37% (n = 290,000). AID 1721
Target sequence (Q27686 whole entry, looked up): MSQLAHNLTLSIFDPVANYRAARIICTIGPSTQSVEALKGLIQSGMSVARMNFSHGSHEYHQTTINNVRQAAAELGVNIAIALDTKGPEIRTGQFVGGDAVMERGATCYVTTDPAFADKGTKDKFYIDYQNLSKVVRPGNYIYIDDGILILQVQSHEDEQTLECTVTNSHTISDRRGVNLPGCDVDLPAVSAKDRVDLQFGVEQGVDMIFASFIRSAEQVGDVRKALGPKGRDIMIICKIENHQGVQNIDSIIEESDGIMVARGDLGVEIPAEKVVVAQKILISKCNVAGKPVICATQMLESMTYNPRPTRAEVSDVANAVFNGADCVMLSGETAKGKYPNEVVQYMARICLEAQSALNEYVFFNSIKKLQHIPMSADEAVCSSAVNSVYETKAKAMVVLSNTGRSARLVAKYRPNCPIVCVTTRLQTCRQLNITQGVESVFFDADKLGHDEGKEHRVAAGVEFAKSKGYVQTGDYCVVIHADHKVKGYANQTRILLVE
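0.1 nM LmPK, 0.5 mM PEP, 0.1 mM ADP; 50 mM imidazole pH 7.2, 7 mM MgCl2, 50 mM KCl; 1 h RT. Kinase-Glo luminescence readout, normalized to no-enzyme (full inhibition) and uninhibited wells.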
Pf growth 48h: inhibits P. falciparum growth in the first generation, 48 h. P. falciparum luciferase growth in erythrocytes, 48 h. Potency, µM (doses to about 28.7 µM), for inactives: at the highest dose activity change, negative = inhibition, usual class: inhibitors. actives 5.9% (n = 310,000). AID 504832
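Luminescence readout; reporter = integrated firefly luciferase in P. falciparum. RBC culture at 2% hematocrit, 0.1% parasitemia final, 37 C/5% CO2; decreased signal taken as growth inhibition.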
Pf growth 96h: inhibits malaria parasite growth, 96 h | Potency, µM (doses to about 28.7 µM), for inactives: at the highest dose activity change, negative = inhibition, hits mostly inhibitors | P. falciparum luciferase reporter growth, 96 h | actives 6.9% (n = 320,000)
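P. falciparum expressing integrated firefly luciferase, in erythrocytes at 2% hematocrit, 0.05% parasitemia, incubated with compounds 96 h at 37 C, 5% CO2. Growth inhibition read as loss of luminescence; two-generation exposure targets delayed-death apicoplast inhibitors.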
HCV inhibitor: blocks hepatitis C virus | Huh7.5.1 HCVcc-Cre infection, luciferase reporter, 44 h | AID 651820 | Potency, µM (top dose mostly 41.8 µM), for inactives: top-dose activity change, negative = inhibition, actives largely listed as inhibitors | actives 3.4% (n = 340,000)
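Infectious HCV cell culture screen: compound-treated cells (1,000/well, pre-plated 4 h) are infected with HCVcc-Cre at roughly 0.5 moi and grown 44 h. Infection is quantified by luciferase signal after 15 min substrate incubation at room temperature.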
Starred values were filed as active, the others as inactive; ? = inconclusive; · = no result given; & = joins results of further samples; [ ] = dose if it differs, or a comment. Calls follow the shape of the dose curve; as a rule, active = well fitted curve in the direction sought with a large enough effect; inconclusive = small, poorly fitted or top-dose-only effect, or another doubt; inactive = no such curve, though single readings can be large; an effect the other way counts as inactive or inconclusive. % is scaled to controls: 0 for no effect and ±100 for the full control effect; potency is read from the fitted curve at half-maximal effect.

Key to letters – A = Sm TGR block; B = TbPYK inhibitor; C = LmPK inh; D = Pf growth 48h; E = Pf growth 96h; F = HCV inhibitor
#1 COc1cc(OC)c(/C=N/NC(N)=S)cc1Br
  A: 2%; B: 6%; C: -1%; D: -2%; E: ?; F: ?
#2 O=C(/C=C/c1cccc2ccccc12)N1CCOCC1
  A: 2%; B: -1%; C: -5%; D: 82%[activator]; E: 107%[activator]; F: -5%
#3 CCOC(=O)Cn1nc(C)n(-c2cccc(Cl)c2)c1=O
  A: -3%; B: 4%; C: -2%; D: 0%; E: 25%; F: 9%
#4 CC1CN(C(=O)Cn2cnc3c2c(=O)n(C)c(=O)n3C)CC(C)O1 (centres undefined)
  A: -5%; B: 0%; C: -1%; D: -2%; E: ·; F: -12%
#5 C=CCc1cc(Cl)ccc1OCCN1CC(C)OC(C)C1 (centres undefined)
  A: ·; B: -12%; C: 0%; D: ?; E: 22%; F: 5%
#6 Oc1ccc(Cl)cc1C1=Nc2ccccc2N=C(c2ccco2)C1
  A: -12%; B: -6%; C: 3%; D: ?; E: 3%; F: -10%
#7 O=C(COC(=O)/C=C/c1cccs1)NC(=O)Cc1ccccc1
  A: 0%; B: 1%; C: 4%; D: 43%[activator]; E: 0%; F: 14%
#8 c1ccc(CSc2nc3ncccn3n2)cc1
  A: 4%; B: -8%; C: ·; D: 351%[activator]; E: 278%[activator]; F: 4%
#9 O=C(Nc1ncccc1O)c1cccc(S(=O)(=O)N2CCc3ccccc32)c1
  A: 0%; B: 3%; C: -1%; D: 4%; E: ?; F: 3%
#10 Cc1ccc(Nc2nnc(-c3ccc(N4CCOCC4)c([N+](=O)[O-])c3)c3ccccc23)cc1
  A: -11%; B: -2%; C: -2%; D: -11%; E: ?; F: 25µM*

Grouped by structure: the entries above containing nitrogen in an aromatic ring.
Key to letters – A = Sm TGR block; B = TbPYK inhibitor; C = LmPK inh; D = Pf growth 48h; E = Pf growth 96h; F = HCV inhibitor
#3 CCOC(=O)Cn1nc(C)n(-c2cccc(Cl)c2)c1=O
  A: -3%; B: 4%; C: -2%; D: 0%; E: 25%; F: 9%
#4 CC1CN(C(=O)Cn2cnc3c2c(=O)n(C)c(=O)n3C)CC(C)O1 (centres undefined)
  A: -5%; B: 0%; C: -1%; D: -2%; E: ·; F: -12%
#8 c1ccc(CSc2nc3ncccn3n2)cc1
  A: 4%; B: -8%; C: ·; D: 351%[activator]; E: 278%[activator]; F: 4%
#9 O=C(Nc1ncccc1O)c1cccc(S(=O)(=O)N2CCc3ccccc32)c1
  A: 0%; B: 3%; C: -1%; D: 4%; E: ?; F: 3%
#10 Cc1ccc(Nc2nnc(-c3ccc(N4CCOCC4)c([N+](=O)[O-])c3)c3ccccc23)cc1
  A: -11%; B: -2%; C: -2%; D: -11%; E: ?; F: 25µM*

Other records follow.
Key to letters – A = Sm TGR block; B = TbPYK inhibitor; C = LmPK inh; D = Pf growth 48h; E = Pf growth 96h; F = HCV inhibitor
#11 c1ccc2c(c1)CCN(c1nc3cc4c(cc3s1)OCCO4)C2
  A: -16%; B: -30%; C: 22µM*; D: 19%; E: ·; F: ?
#12 Cc1cc(C(=O)NCc2ccc(F)cc2)c2ccccc2n1
  A: 7%; B: -1%; C: 7%; D: 2%; E: 9%; F: -2%
#13 O=C(Cc1ccc(F)cc1)Nc1ccc(S(=O)(=O)N2CCCC2)cc1
  A: 1%; B: 3%; C: ·; D: 15%; E: ?; F: ?
#14 Cc1ccc(NC(=S)N=Nc2c(O)[nH]c3ccccc23)cc1
  A: 21%; B: -4%; C: 8%; D: 5.2µM*; E: 1.9µM*; F: -23%
#15 COC(=O)c1cc(NC(=O)CC2SC(=Nc3ccccc3)N(CCc3c[nH]c4ccccc34)C2=O)cc(C(=O)OC)c1 (centres undefined)
  A: -3%; B: 6%; C: -1%; D: 13µM*; E: 1.7µM*; F: 4.5µM*
#16 CCCCCC(=O)Nc1cccc2ccccc12
  A: 0%; B: 1%; C: 7%; D: 26%; E: ?; F: 0%
#17 COc1ccc(CCNC(=O)CCc2ccsc2)cc1OC
  A: -2%; B: 0%; C: 0%; D: 10%; E: 2%; F: 6%
#18 CNCCCCOc1ccccc1Cc1ccccc1
  A: -3%; B: -7%; C: 7%; D: 13µM*; E: 17µM*; F: ·
#19 Cn1c(O)c(C(=O)c2ccccc2)c(=O)n(C)c1=O
  A: -15%; B: 0%; C: 1%; D: 8%; E: 0%; F: -27%
#20 O=C(Oc1cccc(NC(=O)c2ccco2)c1)c1cccc(S(=O)(=O)N2CCCCC2)c1
  A: 6%; B: -2%; C: 2%; D: ·; E: 2%; F: 29%
#21 O=C(O)Cc1sc(Nc2cccc3ccccc23)nc1-c1ccc(F)cc1
  A: -31%; B: -5%; C: -10%; D: -5%; E: 12%; F: -2%
#22 O=C(NCC1CCCO1)c1cc(Br)c(Br)s1 (centres undefined)
  A: 12%; B: -1%; C: 3%; D: -2%; E: 7%; F: -3%
#23 CN(CC(=O)Nc1ccc(N2CCOCC2)cc1)CC(=O)Nc1ccc([N+](=O)[O-])cc1Br
  A: 1%; B: -8%; C: -7%; D: -1%; E: ?; F: 7%
#24 Nc1ccc(O)c2c(=O)cc(-c3ccccc3Cl)oc12
  A: 3%; B: 3%; C: -5%; D: 2%; E: -34%; F: -15%
#25 Cn1nnnc1SCC1=C(C(=O)O)N2C(=O)C(NC(=O)C3CC3c3ccccc3)C2SC1 (centres undefined)
  A: 2.5µM*; B: -6%; C: 0%; D: 40%[activator]; E: 73%[activator]; F: 2%
#26 Cc1ccc(CNC(=O)C2CCC(=O)N(C3CCCC3)C2)c(F)c1F (centres undefined)
  A: -5%; B: 6%; C: -1%; D: 8%; E: ?; F: 0%
#27 COc1cc(C)ccc1OCCOCCOc1c(C)cc(C)cc1Br
  A: -2%; B: 5%; C: -4%; D: -3%; E: 77%[activator]; F: -1%
#28 CCOC(=O)c1c(-c2cccs2)csc1NC(=O)c1ccco1
  A: -1%; B: -3%; C: -1%; D: -16%; E: ·; F: 15%
#29 Cc1ccc(S(=O)(=O)N(C)C)cc1NC(=O)Nc1ccccc1
  A: 4%; B: 7%; C: 0%; D: 4.1µM*; E: 17%; F: -2%
#30 CCOc1ccc(NC(=O)N2CCC(C(N)=O)(N3CCCCC3)CC2)cc1
  A: -3%&6%; B: -2%&0%; C: 6%; D: 2%; E: 13µM*; F: 6%
#31 COc1ccc(Oc2ncnc3sccc23)cc1
  A: -9%; B: 5%; C: -1%; D: 84%[activator]; E: 77%[activator]; F: 21%
#32 COc1ccccc1N1CCN(C(=O)CN(C2CCCCC2)S(C)(=O)=O)CC1
  A: 6%; B: -18%; C: 3%; D: -17%; E: 26%; F: 2%
#33 CCCC(C)C(=O)NC1CCSC1=O (centres undefined)
  A: 1%; B: -1%; C: -2%; D: 23%; E: 13%; F: 9%
#34 C[C@]12C=CC(=O)C=C1C=C[C@@H]1C2CC[C@]2(C)C(=O)CCC12 (some centres undefined)
  A: -24%; B: -4%; C: -3%; D: -12%; E: ?; F: 27%
#35 CCCC1=Nc2cc(C(=O)NCCCOC(C)C)ccc2Sc2ccccc21
  A: -16%; B: 9%; C: 6%; D: 12µM*; E: 10%; F: ?
#36 Cc1ccc(S(=O)(=O)N2CCN(CN3C(=O)CC4(CCCC4)C3=O)CC2)cc1
  A: -1%; B: -6%; C: ·; D: ?; E: 15%; F: -6%
#37 CCS(=O)(=O)N1Cc2ccccc2CC1C(=O)NCc1cccc(OC)c1 (centres undefined)
  A: -11%; B: -6%; C: -10%; D: 3%; E: -11%; F: 22%
#38 COc1ccc(OC)c(C2NC(=O)c3sc(=S)n(-c4ccccc4)c3N2)c1 (centres undefined)
  A: 4%; B: ?; C: -5%; D: 1%; E: ·; F: 1%
#39 CCN(CCNC(=O)c1ccc2nc(-c3ccccc3NC(C)=O)c(=O)[nH]c2c1)c1ccccc1
  A: -3%; B: 0%; C: 7%; D: ·; E: 0%; F: -27%
#40 NS(=O)(=O)c1ccc(NC(=S)Nc2ccn(Cc3cccc4ccccc34)n2)cc1
  A: -12%; B: 4%; C: 1%; D: ?; E: 0%; F: 10µM*
#41 Cc1cc(C)nc(SCC(=O)Nc2ccc(S(=O)(=O)N3CCCCC3)cc2)n1
  A: 5%; B: 0%; C: -5%; D: ·; E: ?; F: ?
#42 Cc1nn(-c2ccccc2)c(C)c1/C=N/O
  A: 2%; B: -7%; C: -4%; D: 43%[activator]; E: -24%; F: 2%
#43 N#Cc1ccc(Sc2ccccn2)c([N+](=O)[O-])c1
  A: -6%; B: -3%; C: -15%; D: -8%; E: 20%; F: 20%
#44 COc1cc(C)c(CNCCc2c[nH]c3ccccc23)cc1C
  A: -13%; B: 0%; C: -16%; D: ?; E: 29%; F: ?
#45 Cc1c(NC(=O)C2Cc3ccccc3CN2C(=O)c2ccco2)c(=O)n(-c2ccccc2)n1C (centres undefined)
  A: 1%[11.4 µM]; B: -17%; C: 4%; D: ·; E: ·; F: 2%
#46 COc1cc(OC)cc(C(=O)NC2CCCN(Cc3ccc(Cl)cc3)C2)c1 (centres undefined)
  A: -1%; B: -3%; C: -2%; D: ?; E: ?; F: -25%
#47 COC(=O)CCCCNC(=O)Nc1ccccc1
  A: -1%; B: 6%; C: -3%; D: 8%; E: 15%; F: 5%
#48 CCc1ccc(-c2ccc(C(=O)O)cc2)nc1
  A: 4%; B: ?; C: ?; D: 96%[activator]; E: ?; F: 0%
#49 O=C(NCCC1=CCCCC1)C1CCCN(S(=O)(=O)c2cccc3cccnc23)C1 (centres undefined)
  A: -28%; B: 1%; C: -1%; D: ·; E: 9%; F: ?
#50 Cc1cn([C@@H](CCCCNC(=O)OC(C)(C)C)C(=O)NCCCCCCCCCCC(=O)N2CCN(C(=O)OC(C)(C)C)CC2)nn1
  A: -7%; B: 1%; C: ·; D: 2.6µM*; E: 5.2µM*; F: ?
#51 Cc1onc(-c2ccccc2)c1C(=O)OCC(=O)N1CCN(c2ccccc2)CC1
  A: -9%; B: -2%; C: ·; D: -12%; E: 1%; F: -15%
#52 Nc1nonc1-c1noc(-c2ccccc2)n1
  A: -4%; B: -1%; C: 0%; D: 62%[activator]; E: 38%[activator]; F: 15%
#53 CC(C)N(Cc1nccn1C)C(=O)c1ccc(OC2CCN(C(=O)C3CC3)CC2)cc1
  A: 3%; B: 1%; C: 1%; D: -6%; E: -35%; F: 14%
#54 CC(=O)Nc1ccc(/C(C)=N/Nc2nc(Nc3ccccc3)nc(N3CCOCC3)n2)cc1
  A: 19%; B: -10%; C: 5%; D: 2.1µM*; E: 26%; F: ?
#55 C=CCN(Cc1ccc(OC)c(OC)c1)C(=O)N1CCOCC1
  A: -3%; B: -2%; C: 0%; D: 21%; E: 6%; F: 17%
#56 O=C(NCc1cccs1)c1ccncc1
  A: -4%; B: -4%; C: 3%; D: 33%[activator]; E: ·; F: 2%
#57 Cc1cccc(OC(=O)c2cncc(Br)c2)c1
  A: 5%; B: 0%; C: 11%; D: 9%; E: ?; F: 21%
#58 O=C(Nc1cccc(C(F)(F)F)c1)c1n[nH]c(Cn2cncn2)n1
  A: -32%; B: 1%; C: -15%; D: 31%[activator]; E: 112%[activator]; F: 23%
#59 CCNc1nc(C)cc(COC)c1C#N
  A: 25µM*; B: -13%; C: 0%; D: 2%; E: -1%[5.75 µM]; F: 3%
#60 CCc1ccc(NC(=O)CSc2nc(O)cc(=O)n2C2CCCC2)cc1
  A: -2%; B: 3%; C: 13%; D: ?; E: ?; F: 15%
